# Yfh1-off respiration – mitochondrial function rescue without frataxin homolog – Friedreich's ataxia, plus single-dose screen, dose response (AID 1465) | S. cerevisiae Yfh1-off respiration, WST-1 reduction, 72 h; higher fold induction means a stronger effect | fold induction at 50 µM; hits with a dose series show EC50 in µM | 220,000 tested, 0.074% active;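 active means fold induction of absorbance versus untreated yeast above a set limit, then at least 30% activation at any dose in follow-up; inconclusive means repeats straddling the limit, or above it without dose testing; inactive means fold induction below the set limit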;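 further: activators that raise dye reduction in frataxin-depleted yeast; strong numbers were not always called active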
# Autophagy HCS – alters autophagy in cells | 190,000 tested, 0.98% active | MEF GFP-LC3 puncta imaging; test concentration mostly 10 µM | AID 463193 | calls only at 10 µM (by protocol);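 active means percentage of spot-positive cells more than 3 SD above its plate mean, without a fluorescence outlier flag or 80% toxicity; inconclusive means no clear call, values can overlap the other calls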;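 further: spot-positive cell cutoff set from DMSO-treated cells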
# MT stabilizer – microtubule stabilizers in HeLa cells; HeLa tubulin immunostaining HCS, 24 h; share of cells brighter than vehicle mean+2SD; % tubulin-high responders, % at 10 µM; 200,000 tested, 0.83% active;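 active means plate Z-score above 3 for both tubulin-high and condensed-nucleus cell shares, with cell loss under 80%, at 10 µM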;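 further: anti alpha tubulin signal scored within the nucleus-defined area of each cell; some results filed as inactive read as strong as hits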
# WT yeast gro inh – growth inhibition of WT yeast, mitochondrial fusion screen | mitochondrial fusion phenotypic screen, WT strain | inhibition, % at 10 µM | 190,000 tested, 2.1% active | AID 1362; in the data active means inhibition above about 58%; tested in S. cerevisiae
# Dynein transport – dynein cargo transport inhibition. 3617.4 mouse cells, GR-EGFP nuclear translocation imaging; test concentration mostly 20 µM; stimulated with dexamethasone, 1 µM; active compounds read low. z-score, hits read low. 220,000 tested, 0.47% active. AID 1381;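 active means plate z-score of nuclear minus cytoplasmic receptor signal below a set negative limit, without overly bright fluorescence or cell loss, cut at about -3.5 in these data, passing the limit was not always enough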;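 further: z-score of nuclear minus cytoplasmic ring GR-EGFP intensity difference per well; some compounds called inactive have numbers as strong as hits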
#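 Buffer or medium: tet-free, stripped-serum medium; reagent: dexamethasone at 1.0 µM final, 30 min; incubation: 48 h induction, 1 h compound, 30 min dex at 37 °C; measured by: formaldehyde fixation, Hoechst nuclear stain, 10x automated fluorescence imaging; read-out: nuclear-to-cytoplasmic GR-EGFP distribution per well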
# Insulin prom up – MIN6 insulin promoter up-regulation; MIN6 insulin promoter-GFP reporter, high-content imaging; active compounds read high; AID 1625; 190,000 tested, 0.3% active; z-score at 5 µM;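 active means z-score above 3 at 5 µM with at least 500 cells counted in the well; inconclusive means wells under 500 cells, flagged as cytotoxic or low count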
# bCat nuc transl – beta-catenin nuclear translocation modulation. nuclear translocation activity, % at 5 µM. HeLa beta-catenin nuclear translocation, immunofluorescence imaging. 190,000 tested, 0.3% active;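 active means nuclear translocation activity above 50% at 5 µM, with a well cell count of 50 or more; inconclusive means wells under 50 cells across six images, flagged as toxic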;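 further: per-cell ratio of nuclear to cytoplasmic median beta-catenin stain intensity; plate controls were DMSO negative control for no effect and GSK-3 inhibitor IX positive control for full effect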
#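 Assay system: human HeLa cells, native beta-catenin; doses: 5 µM primary, 0.02–20 µM confirmation; incubation: compound treatment 24 h, 37°C, 5% CO2; technique: fluorescence imaging of beta-catenin antibody stain plus DAPI; measure: % activation, nuclear-to-cytoplasmic median beta-catenin signal ratio per cell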
# AID2073 – inhibitors of Mint1-CaV2.2 protein interaction, biochemical, HTRF (AID 2073). inhibition, % at 20 µM, or IC50 in µM where a hit was titrated. HTRF protein-protein interaction, Mint1-CaV2.2; higher % means a stronger effect. 290,000 tested, 0.19% active; in the data active means inhibition mostly above about 51%, no sharp cut-off; inconclusive means no clear call, values can overlap the other calls; inactive means mostly below about 53%; further: some results filed as inactive read as strong as hits
# HIV fusion peptide – inhibitors of HIV fusion peptide binding, primary screen, biochemical, uHTS, fluorescence dequenching (AID 1986); cell-free peptide binding, fluorescence dequenching, 30 min; higher % means a stronger effect; one-dose inhibition, % at 20 µM; IC50 in µM for titrated hits; 290,000 tested, 0.3% active; in the data active means inhibition mostly above about 52%, no sharp cut-off; inactive means mostly below about 76%; further: some results filed as inactive read as strong as hits
# WT yeast gro inh mutant strain – further read-out of WT yeast gro inh, marked with its call; inhibition, %; mitochondrial fusion phenotypic screen, mutant strain inhibition
# Dynein transport cytoplasmic EGFP – recorded beside Dynein transport, whose call it bears; z-score; measured here: cytoplasmic GR-EGFP intensity; active compounds read high
# Dynein transport nuclear GR-EGFP – second read-out of Dynein transport, no call of its own (marks repeat the call); z-score; measured here: nuclear GR-EGFP intensity;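 lower value marks the stronger effect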
# Dynein transport cell count – second read-out of Dynein transport, no call of its own (marks repeat the call); z-score; measured here: cell count per field
# Insulin prom up cell count – also measured in Insulin prom up; calls as there; cell count; measured here: cytotoxicity, nuclei count;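 total cells summed across four imaged fields per well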
# bCat nuc transl cell count 5 µM – also measured in bCat nuc transl; calls as there; cell count; measured here: cell count, cytotoxicity flag
# MT stabilizer Hoechst-high % – second read-out of MT stabilizer, no call of its own (marks repeat the call); % Hoechst-high responders; measured here: nuclear condensation Hoechst responders;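 share of cells brighter than vehicle mean plus two SD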
# MT stabilizer cytotoxicity % – also measured in MT stabilizer; calls as there; toxicity, %; measured here: cytotoxicity by cell density;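 0% = mean cell density of plate MIN control wells and 100% = no cells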
# Autophagy HCS cell loss 18 h – second read-out of Autophagy HCS, no call of its own (marks repeat the call); toxicity, %; measured here: cell loss, nuclei count;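 cell loss after 18 h compound exposure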
# An asterisk follows results filed as active; i = inactive; ? = inconclusive; nt = not tested or not shown. Random draw from the library; any-hit rate near 4.2%.
# Each structure is followed by: Yfh1-off respiration	Autophagy HCS	Autophagy HCS cell loss 18 h	MT stabilizer	MT stabilizer Hoechst-high %	MT stabilizer cytotoxicity %	WT yeast gro inh	WT yeast gro inh mutant strain	Dynein transport	Dynein transport cytoplasmic EGFP	Dynein transport nuclear GR-EGFP	Dynein transport cell count	Insulin prom up	Insulin prom up cell count	bCat nuc transl	bCat nuc transl cell count 5 µM	AID2073	HIV fusion peptide
- COC(=O)Cc1c(C)nc2nc(NCc3c(F)cccc3Cl)[nH]n2c1=O
 : i	i	0	3.4	1.5	8.0	-11	-9	0.29	-0.25	0.0087	-0.22	nt	nt	-0.8	1043	-2%	-2.2%
- Cc1ccccc1Nc1nc(N)nc(COc2ccc(C#N)cc2)n1
 : i	i	0	1.0	1.8	3.0	-16	-24	-0.054	-0.2	-0.16	-0.21	-0.81	1289	0.7	1122	14%	-0.4%
- Cc1cc(C)[n+](C)n1CC(O)Cn1c2ccccc2c2ccccc21 (stereo not drawn)
 : i	i	7	2.6	2.7	6.8	-4	4	-0.23	-0.22	0.34	-0.13	0	1367	-4.6	1190	-5%	-1.4%
- Cc1cc(C(F)(F)F)nn1CC(=O)NCc1ccco1
 : i	i	-15	1.7	1.2	1.5	9	2	0.19	-0.17	-0.019	-0.21	0.64	1492	-0.2	1062	14%	2.7%
- O=Cc1ccc(Oc2cccc(C(F)(F)F)c2)nc1
 : i	i	-8	4.9	3.1	7.3	-5	11	1.7	0.36	1.3	-2.1	-0.1	1206	-1.1	1075	1%	0.8%
- Cc1ccc(C)c(OCCCC(=O)Nc2ccccc2C(N)=O)c1
 : i	i	12	2.4	1.4	10	-5	8	-0.35	-0.094	-0.062	0.025	0.28	1504	1.3	955	-8%	-0.8%
- CCN(CC(=O)Nc1cc(C)nn1-c1nc(C)cc(C)n1)Cc1ccccc1
 : nt	i	-10	39	9.9	32	51	22	-0.35	-0.43	0.0011	0.72	-1.7	908	nt	nt	-2%	-2.0%
- NC(=O)CSc1nnc2sc3ccccc3n12
 : i	i	46	1.2	1.3	11	-11	-69	-0.28	-0.22	0.019	0.54	-0.13	1442	-0.8	1127	4%	2.0%
- Cc1ccc(NC(=O)CN2CCCC2)c2c1CC(C)(C)O2
 : i	i	22	1.9	1.6	2.9	-10	10	-0.087	-0.31	-0.007	0.41	0.16	1364	-0.7	1115	-1%	-2.9%
- CC1CCN(c2cc(N3CCN(C(=O)c4ccc(F)c(F)c4)CC3)c([N+](=O)[O-])cc2F)CC1
 : i	i	6	2.4	2.5	1.5	24	-1	0.31	-0.31	-0.038	-0.34	nt	nt	-0.2	911	4%	1.3%
- CCCn1c(=O)c2c(nc3n2CCS3)n(C)c1=O
 : i	i	-34	1.6	2.5	4.7	2	7	0.26	-0.3	0.12	0.62	-1.1	1215	2.3	1073	-1%	-1.5%
- CC1=NNC(=O)C1CC(=O)N/N=C/c1cccs1 (stereo not drawn)
 : i	nt	nt	nt	nt	nt	nt	nt	1.9	-0.18	1.6	-2	0.28	1043	-0.5	1318	1%	-1.6%
- COc1ccc(-c2noc(C3CCCN(S(=O)(=O)c4ccc(C)c(Cl)c4)C3)n2)cc1OC (stereo not drawn)
 : i	i	-2	1.9	1.3	6.8	9	-18	-0.37	-0.2	-0.077	-0.058	-1.4	939	-0.3	1133	6%	2.1%
- N#CCOc1nc(N2CCOCC2)nc(N2CCOCC2)n1
 : i	i	-1	3.5	2.9	9.5	-1	13	-0.34	-0.25	0.48	-0.36	-0.83	1320	0.1	1069	?	1.8%
- COc1ccc(-c2nnc3ccc(SCC(=O)Nc4nc5ccc(C)cc5s4)nn23)cc1OC
 : i	i	-2	2.1	4.0	7.8	7	-16	0.41	-0.2	0.76	0.4	-0.6	1281	1.5	1055	22%	1.2%
- O=C1C2C3C=CC(C3)C2C(=O)N1Cc1ccc(CN2C(=O)C3C4C=CC(C4)C3C2=O)cc1 (stereo not drawn)
 : i	i	-2	2.5	1.4	2.9	-14	0	-0.38	-0.12	-0.27	0.35	-0.13	883	3.2	1135	-6%	1.7%
- N#Cc1nc(Cc2cccc3ccccc23)oc1NCc1ccc2c(c1)OCO2
 : i	i	7	6.9	3.7	6.6	53	18	-0.24	-0.17	0.19	-0.31	-1.1	1125	-0.7	1128	5%	-0.8%
- CC(C)(C)C1CCC(=NNC(=O)C(=O)NCc2cccnc2)CC1 (stereo not drawn)
 : i	i	7	3.2	3.1	7.4	-16	15	-0.86	-0.32	0.048	0.02	0.82	1595	-2.3	1031	-3%	0.3%
- Cc1ccc2cccc(NC(=S)NC(=O)c3c(Br)cnn3C)c2n1
 : i	i	1	5.8	1.6	6.8	22	-9	-1	-0.11	-0.48	0.33	nt	nt	3.2	922	7%	18%
- COc1ccc(C(=O)Nc2cccc(C(=O)N3CCCC3)c2)cc1
 : i	i	-4	1.3	2.3	6.2	-6	-5	-0.1	-0.31	-0.13	1.1	nt	nt	nt	nt	-4%	-0.4%
- CC1(CC(=O)Nc2ccccc2)NC(=S)N(c2ccccc2)N1 (stereo not drawn)
 : i	i	-3	4.2	2.9	5.4	-1	10	-0.72	-0.22	0.39	-0.64	-0.17	1515	-5.3	1146	4%	-2.2%
- O=C(Cn1cccc1)N1CCN(c2ccc(F)cc2)CC1
 : i	i	4	5.8	2.0	7.5	2	12	0.56	-0.15	0.5	0.037	-0.1	927	nt	nt	9%	7.3%
- COc1ccc(/C=N/n2c(-c3n[nH]c4c3CCC4)n[nH]c2=S)cc1OC
 : i	i	-12	3.2	3.7	9.0	-14	-3	-0.96	-0.33	-0.78	1.1	-0.43	1262	-1.4	948	-29%	-3.8%
- COc1ccc(C(=O)OCC(=O)Nc2ccc(Cl)cn2)cc1
 : i	i	-14	3.2	3.7	6.7	-2	4	0.49	-0.21	0.34	-0.12	-0.3	1313	-0.5	1093	26%	-1.2%
- COC(=O)c1c(C)[nH]c(C(=O)OCc2ccc(F)cc2)c1C
 : i	i	-10	6.7	5.1	0.9	-1	15	-1.3	-0.25	-0.55	0.52	1.4	1209	-0.9	1187	2%	6.8%
- O=C(c1ccco1)N1CCN(C(=O)c2ccccc2Oc2ccccc2)CC1
 : i	i	-5	2.9	2.4	0.6	-4	-9	0.091	-0.16	0.039	0.32	-0.03	1150	-4.9	1131	-2%	0.1%
- Cc1cc(C)c(OCCCCN(C)C)c(Br)c1
 : i	i	7	2.1	1.4	0.5	8	6	1.7	-0.18	0.99	-1.2	-1.9	1404	0.1	1469	-2%	-0.8%
- Cc1cccc(N2CCN(S(=O)(=O)c3c(C)[nH]c(=O)[nH]c3=O)CC2)c1C
 : i	i	-1	2.1	2.0	9.7	14	11	-0.62	-0.093	-0.29	0.63	-0.09	867	nt	nt	-1%	-0.4%
- S=c1[nH]ncn1/N=C/c1ccc(N2CCOCC2)cc1
 : i	i	2	2.1	1.8	7.2	6	6	0.28	-0.25	0.81	0.57	nt	nt	nt	nt	-17%	0.8%
- CC1CCc2cc(F)ccc2N1C(=O)CSc1nnc2c(n1)[nH]c1ccccc12 (stereo not drawn)
 : i	i	1	6.2	1.3	1.4	24	11	-0.16	-0.041	0.031	-0.47	-0.72	1142	3.8	490	-13%	0.7%
- O=c1cc2ncc(-n3cc([N+](=O)[O-])cn3)cn2[nH]1
 : i	i	2	5.7	2.2	8.4	8	-5	0.093	-0.22	0.1	1.1	0.92	1099	-0.7	1129	3%	5.8%
- CC(O)[C@H]1CN=C(N)N1CCCCC1CCCCC1 (stereo partly drawn)
 : i	nt	nt	nt	nt	nt	nt	nt	0.69	-0.76	0.33	-0.024	-0.13	1015	1.5	1340	41%	1.3%
- O=C(CSc1nnc(-c2cccs2)o1)NCc1ccco1
 : i	i	-8	1.8	1.4	2.2	9	10	0.24	-0.25	-0.25	0.46	1.2	1380	-2.3	1064	1%	0.1%
- O=C(OCCN1C(=O)c2ccccc2C1=O)c1cc(S(=O)(=O)N2CCOCC2)ccc1F
 : i	i	1	1.1	1.7	9.8	23	18	0.081	-0.2	-0.18	0.39	0.14	1297	-2.9	1255	0%	-0.8%
- COc1cc(C2C(C(C)=O)=C(O)C(=O)N2CCN2CCOCC2)ccc1O (stereo not drawn)
 : i	i	-2	1.2	1.4	6.3	2	9	-0.36	-0.018	0.027	0.76	-0.27	980	nt	nt	-5%	-0.8%
- CCC(C)(C)NC(=O)C(c1cccc(OC)c1OC)N(CCC(C)C)C(=O)CCC(=O)Nc1cc(C)on1 (stereo not drawn)
 : i	i	9	5.5	1.5	11	0	2	0.27	-0.35	-0.14	0.62	0.17	1385	0.1	1453	-1%	-0.6%
- COCCn1cc(C(=O)N2CCN(C)CC2)c2c3ccccc3n(C)c2c1=O
 : i	i	-6	1.9	2.5	11	9	0	-0.26	-0.22	-0.051	0.22	-0.6	1138	-0.6	861	-1%	-1.6%
- CCCCNC(=O)CCC(=O)Nc1ccc2nc(N3CCN(C)CC3)cc(C)c2c1
 : i	i	7	1.0	1.0	11	7	11	0.19	-0.22	0.96	-1.3	0.83	1266	-3.3	1092	25%	4.3%

# High-throughput results (PubChem)
